YAP1 CTGF inhibition – reduction of CTGF mRNA in DLD1 cells – DLD1 colon cancer cells, RT-qPCR, single point, primary screen (AID 743449). DLD1 CTGF mRNA qPCR, 24 h; stronger effect = higher value. inhibition, % at 12.5 µM. hit rate 0.9% among 9,900;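 active = mean normalized replicate activity at least 50 and at least half of replicates each reaching 50; inconclusive = only one of the two criteria met; inactive = neither criterion met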;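 note: 0% = neutral control wells and 100% = dasatinib control wells; higher means stronger suppression of CTGF expression like dasatinib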
Pax4 gene expression – activators of Pax4 gene expression, primary screen, RT-PCR, mouse alpha TC1 cells, single point (AID 1053180) | mouse alpha TC1 cells, Pax4 mRNA qPCR, 6 days; stronger effect = higher value; 100% = Pax4 plasmid added at qPCR | hit rate 0.2% among 9,600 | activation, % at 10 µM;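 active = highest normalized replicate activity of 15 or more, or at least half the replicates reach 15 or more; inactive = neither condition met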;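 note: pax4 Ct normalized to GAPDH with activation seen as lower delta delta Ct; plate controls were plate neutral control wells for no effect and Pax4 plasmid positive control for full effect; each compound tested in two replicate wells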
* = called active by the depositor; u = inconclusive; x = not tested or not shown; & = joins results of further samples.

1) C[C@@H]1COCc2cn(nn2)CC[C@H](C)C(=O)N1
2) C/C=C/c1ccc([C@@H]2[C@@H](CN(CC)C(C)=O)N(Cc3cccnc3)[C@H]2CO)cc1
3) COc1ccccc1C(=O)Nc1ccc2c(c1)C(=O)N(C)C[C@@H](OC)[C@H](C)CN(C(C)=O)[C@@H](C)CO2
4) CNC[C@H]1OCCCC[C@@H](C)Oc2ccc(NS(=O)(=O)c3ccc(F)cc3)cc2C(=O)N([C@H](C)CO)C[C@@H]1C
5) COc1cccc(-c2ccc3c(c2)[C@@H]2[C@@H](CCN2S(=O)(=O)c2ccccc2F)[C@H](CO)N3)c1
6) CCC(=O)N1CC2(CN(C(C)=O)C2)c2c([nH]c3cc(OC)ccc23)[C@H]1CO
7) C/C=C/c1ccc2c(c1)O[C@H](CN(C)C(=O)Nc1ccc(OC)cc1)[C@@H](C)CN([C@H](C)CO)S2(=O)=O
8) COc1ccccc1NC(=O)N1C[C@H](O)COC[C@@H]2O[C@H](CC(=O)NCCc3ccncc3)CC[C@H]21
Screen / compound no.	1	2	3	4	5	6	7	8
YAP1 CTGF inhibition	-13	-1	41	-20	13	-9	13	-15
Pax4 gene expression	0.0	0.0	0.0	0.0	0.0	0.0	0.0	0.0

9) CN1c2ccc(C#Cc3cccnc3)cc2[C@@H]2[C@@H](CCN2C(=O)CN2CCOCC2)[C@H]1CO
10) CCCC(=O)Nc1ccc2c(c1)OC[C@H](C)N(C(=O)c1cccnc1)C[C@@H](C)[C@@H](OC)CN(C)C2=O
11) C[C@H]1CN([C@@H](C)CO)C(=O)c2cc(NC(=O)C3CCCCC3)ccc2O[C@H]1CN(C)Cc1ccc2c(c1)OCO2
12) O=C(C[C@H]1C[C@@H]2c3cc(NC(=O)C4CCC4)ccc3O[C@@H]2[C@H](CO)O1)NC1CCCC1
13) C[C@H](CO)N1C[C@H](C)[C@@H](CN(C)S(=O)(=O)c2ccc(Oc3ccccc3)nc2)OCc2cnnn2CCCC1=O
14) O=C(N[C@@H]1CC[C@H](CC(=O)N2CCOCC2)O[C@H]1CO)c1cccc(F)c1
15) CO[C@H](CN(C)C(=O)c1ccccc1F)[C@H](C)CN([C@@H](C)CO)S(=O)(=O)c1ccc(F)cc1
16) O=C(NCc1ccc2c(c1)OCO2)[C@@H]1[C@@H](CO)[C@@H]2Cn3c(cccc3=O)[C@H]1N2Cc1cncnc1
Screen / compound no.	9	10	11	12	13	14	15	16
YAP1 CTGF inhibition	22	22	-79	-4	-5	-16	-12	-7
Pax4 gene expression	0.0	0.0	0.0	0.0	0.0	0.0	0.0	0.0

17) COc1cccc(S(=O)(=O)N2CC[C@H]3[C@@H](CO)N(C)c4ccc(-c5ccccc5OC)cc4[C@H]32)c1
18) O=C(C[C@@H]1C[C@H]2c3cc(NC(=O)C4CCC4)ccc3O[C@H]2[C@@H](CO)O1)NC1CCCC1
19) CN(C)CC#Cc1ccc([C@@H]2[C@H](C#N)N[C@@H]2CO)cc1
20) CCC(=O)N1[C@@H](CO)[C@H](c2ccccc2)C12CN(C(=O)c1ccc3c(c1)OCO3)C2
21) CCCC(=O)Nc1ccc2c(c1)C(=O)N(C)C[C@H](OC)[C@@H](C)CN(C(=O)c1ccccn1)[C@H](C)CO2
22) CO[C@H]1CN(C)C(=O)c2cc(NC(C)=O)ccc2OC[C@H](C)N(S(C)(=O)=O)C[C@H]1C
23) COc1ccc2c3c(n(C)c2c1)[C@@H](CO)NCC31CCN(CC2CCCCC2)CC1
24) CN(C)C(=O)c1ccc(-c2cccc(-c3nc(C(=O)NCc4ccccc4)cc4c3[C@H](CCO)N([S@@](=O)C(C)(C)C)C4)c2)cc1
Screen / compound no.	17	18	19	20	21	22	23	24
YAP1 CTGF inhibition	18	-5	-28	15	-10	9	4	8
Pax4 gene expression	0.0	0.0	0.0	x	0.0	0.0	0.0	0.0

25) CC=Cc1ccc2n(c1=O)C[C@H]1[C@H](CO)[C@@H](C(=O)Nc3nccs3)N(Cc3cc(F)ccc3F)[C@@H]21 (mixture of isomers)
26) COc1ccc(-c2ccc([C@@H]3[C@@H](CO)N4C(=O)CN(Cc5ccccc5)C[C@H]34)cc2)cc1
27) CN1C[C@@H](O)COC[C@@H]2O[C@H](CC(=O)NC3CCCC3)CC[C@H]21
28) CC(C)NC(=O)N1[C@H](CO)[C@H]2c3ccccc3N(C)C[C@H]21
29) COc1ccc(-c2ccccc2[C@H]2[C@@H](C#N)N(C(=O)C3CCC3)[C@@H]2CO)cc1
30) Cc1ccc(S(=O)(=O)N(C)C[C@@H]2Oc3cc(C#CC4CCCC4)ccc3S(=O)(=O)N([C@H](C)CO)C[C@H]2C)cc1
31) O=C(CC1CC1)N1CC2(C1)[C@H](c1ccccc1)[C@H](CO)N2Cc1ccccn1
32) COc1ccc2c3c(n(C)c2c1)[C@H](CO)N(C(C)=O)CC31CCN(Cc2ccccc2OC)CC1
Screen / compound no.	25	26	27	28	29	30	31	32
YAP1 CTGF inhibition	-30	-32	-21	15	-21	-10	4	-61
Pax4 gene expression	0.0	0.0	0.0	0.0	0.0	0.1	x	0.0

33) CCC(=O)N1CC2(CCN(C(=O)Cc3ccccc3)CC2)c2c(n(C)c3cc(OC)ccc23)[C@@H]1CO
34) CC(=O)N1[C@@H](CO)[C@H](c2ccccc2)[C@@H]1CNC(=O)CN1CCOCC1
35) CCCC#Cc1ccc([C@H]2[C@@H](CO)N3C(=O)CN(C(=O)Nc4cccc(F)c4)C[C@@H]23)cc1
36) CNC[C@H]1Oc2ccc(NC(=O)CCC(F)(F)F)cc2C(=O)N([C@H](C)CO)C[C@H]1C
37) COc1ccccc1-c1ccc(C2[C@@H]3CN(Cc4cccc(F)c4)C[C@H]2N3)cc1 (some centres undefined)
38) CCCNC(=O)N(C)C[C@@H]1Oc2cc(C#C[C@@H](C)O)ccc2S(=O)(=O)N([C@H](C)CO)C[C@@H]1C
39) O=C(C[C@@H]1CC[C@H]2[C@@H](COC[C@H](O)CN2CCC(F)(F)F)O1)NCc1ccc2c(c1)OCO2
40) O=C(CN1CCOCC1)N1CCCCN2[C@H](C1)[C@@H](c1ccc(Br)cc1)[C@@H]2CO
Screen / compound no.	33	34	35	36	37	38	39	40
YAP1 CTGF inhibition	1	-4	-174	10	-74	-15	5	-61
Pax4 gene expression	0.0	0.0	0.0	0.0	0.1	0.0	0.0	0.0

41) O=C(NCCCN1CCOCC1)[C@@H]1[C@@H](CO)[C@@H]2Cn3c(cccc3=O)[C@H]1N2C(=O)NC1CCCC1
42) O=C(Cc1ccccn1)N1CC2(C1)[C@H](c1ccccc1)[C@@H](CO)N2C(=O)c1ccncc1
43) O=C(NCCc1ccccc1)[C@@H]1[C@@H](CO)[C@@H]2Cn3c(ccc(-c4cccc(F)c4)c3=O)[C@H]1N2
44) CS(=O)(=O)N1[C@@H]2c3ccc(-c4cccc(F)c4)c(=O)n3C[C@H]1[C@H](CO)[C@H]2C(=O)N1CCCCC1
45) C[C@H](CO)N1C[C@H](C)[C@H](CN(C)Cc2ccc(Oc3ccccc3)cc2)OCc2ccccc2-c2ccccc2C1=O
46) CN1C(=O)c2cc(NC(=O)C3CCOCC3)ccc2OC[C@@H]2O[C@H](CC(=O)NCc3ccccc3F)CC[C@H]21
47) COCCNC(=O)C[C@@H]1CC[C@@H]2[C@@H](COc3ccc(NS(=O)(=O)c4ccc(Cl)cc4)cc3C(=O)N2C)O1
48) CCN(C[C@@H]1[C@H](c2ccccc2)[C@@H](CO)N1C(=O)COC)S(C)(=O)=O
Screen / compound no.	41	42	43	44	45	46	47	48
YAP1 CTGF inhibition	25	-6	0	3	59*	-20	-29	26
Pax4 gene expression	0.0	x	0.0	0.0	0.0	0.0	0.0	0.0

49) O=C(C[C@H]1C=C[C@H](NC(=O)Cc2cccnc2)[C@@H](CO)O1)NCc1ccc2c(c1)OCO2
50) CN1CCN(C(=O)c2cc3c(c(-c4cccc(C5=CCCC5)c4)n2)[C@@H](CCO)N([S@](=O)C(C)(C)C)C3)CC1
51) CCNC(=O)C[C@H]1CC[C@@H]2[C@H](COC[C@@H](O)CN2C(=O)C2CCCC2)O1
52) COc1ccc2c3c(n(C)c2c1)[C@@H](CO)N(S(C)(=O)=O)CC31CCN(CC2CCCCC2)CC1
53) COc1ccc(CNC(=O)C[C@@H]2C[C@H]3c4cc(N(C)C)ccc4O[C@H]3[C@@H](CO)O2)cc1
54) COc1ccccc1CNC(=O)C[C@H]1CC[C@H]2[C@H](COc3ccc(NC(C)=O)cc3C(=O)N2C)O1
55) CN1C(=O)c2cc(NC(=O)c3cnccn3)ccc2OC[C@H]2O[C@@H](CC(=O)Nc3cc(F)ccc3F)CC[C@@H]21
56) COc1ccc2c3c(n(C)c2c1)[C@H](CO)N(C(C)=O)CC31CN(Cc2ccc(Cl)cc2)C1
Screen / compound no.	49	50	51	52	53	54	55	56
YAP1 CTGF inhibition	7	26	-2	-11	-9	10	-53	17
Pax4 gene expression	0.0	0.0	0.1	0.0	0.0	0.0	0.0	0.0

57) O=C1CCCn2cc(nn2)COC[C@@H](c2ccccc2)N1
58) CC(C)NC(=O)N1[C@H](CO)[C@H](c2ccccc2)C12CN(C(=O)c1ccccn1)C2
59) COc1ccc2c3c(n(C)c2c1)[C@H](CO)N(S(C)(=O)=O)CC31CCN(CC2CCCCC2)CC1
60) C[C@H](NC(=O)C[C@H]1C=C[C@@H](NC(=O)c2cccnc2)[C@@H](CO)O1)c1ccccc1
61) CCCNC(=O)N1C[C@@H]2N[C@H](C1)C2c1ccc(-c2ccccc2C)cc1 (some centres undefined)
62) O=C(CC1CC1)N1CC(=O)N2[C@@H](CO)[C@H](c3ccc(C#Cc4cccc(F)c4)cc3)[C@@H]2C1
63) CC(C)[C@H]1COCc2cn(nn2)CCCCC(=O)N1
64) COCC(=O)Nc1ccc2c(c1)[C@H]1C[C@@H](CC(=O)N3CCOCC3)O[C@@H](CO)[C@H]1O2
Screen / compound no.	57	58	59	60	61	62	63	64
YAP1 CTGF inhibition	8	15	17	u	12&13	33	-15	20
Pax4 gene expression	0.0	x	0.0	0.0	0.0&0.0	0.0	0.0	0.0

At a glance, some entries already given:
1) C[C@@H]1COCc2cn(nn2)CC[C@H](C)C(=O)N1
2) C/C=C/c1ccc([C@@H]2[C@@H](CN(CC)C(C)=O)N(Cc3cccnc3)[C@H]2CO)cc1
3) COc1ccccc1C(=O)Nc1ccc2c(c1)C(=O)N(C)C[C@@H](OC)[C@H](C)CN(C(C)=O)[C@@H](C)CO2
4) CNC[C@H]1OCCCC[C@@H](C)Oc2ccc(NS(=O)(=O)c3ccc(F)cc3)cc2C(=O)N([C@H](C)CO)C[C@@H]1C
5) COc1cccc(-c2ccc3c(c2)[C@@H]2[C@@H](CCN2S(=O)(=O)c2ccccc2F)[C@H](CO)N3)c1
6) CCC(=O)N1CC2(CN(C(C)=O)C2)c2c([nH]c3cc(OC)ccc23)[C@H]1CO
7) C/C=C/c1ccc2c(c1)O[C@H](CN(C)C(=O)Nc1ccc(OC)cc1)[C@@H](C)CN([C@H](C)CO)S2(=O)=O
8) COc1ccccc1NC(=O)N1C[C@H](O)COC[C@@H]2O[C@H](CC(=O)NCCc3ccncc3)CC[C@H]21
9) CN1c2ccc(C#Cc3cccnc3)cc2[C@@H]2[C@@H](CCN2C(=O)CN2CCOCC2)[C@H]1CO
10) CCCC(=O)Nc1ccc2c(c1)OC[C@H](C)N(C(=O)c1cccnc1)C[C@@H](C)[C@@H](OC)CN(C)C2=O
Screen / compound no.	1	2	3	4	5	6	7	8	9	10
YAP1 CTGF inhibition	-13	-1	41	-20	13	-9	13	-15	22	22
Pax4 gene expression	0.0	0.0	0.0	0.0	0.0	0.0	0.0	0.0	0.0	0.0

Returning to the listing, repeating the 2 entries before the break.
63) CC(C)[C@H]1COCc2cn(nn2)CCCCC(=O)N1
64) COCC(=O)Nc1ccc2c(c1)[C@H]1C[C@@H](CC(=O)N3CCOCC3)O[C@@H](CO)[C@H]1O2
65) COc1ccc2c3c(n(C)c2c1)[C@H](CO)N(C)CC31CCN(C(=O)c2ccc3c(c2)OCO3)CC1
66) CN1CCN(C(=O)C[C@@H]2C[C@H]3c4cc(NS(C)(=O)=O)ccc4O[C@H]3[C@@H](CO)O2)CC1
67) COc1ccc(NC(=O)N(C)C[C@@H]2Oc3c(NS(=O)(=O)c4c(C)noc4C)cccc3C(=O)N([C@H](C)CO)C[C@@H]2C)cc1
68) COc1ccc(-c2ccc([C@H]3[C@H]4CN(C(=O)C5CC5)CC(=O)N4[C@H]3CO)cc2)cc1
69) O=C(c1cccnc1)N1CC(=O)N2[C@H](C1)[C@@H](c1ccc(-c3ccccc3F)cc1)[C@@H]2CO
Screen / compound no.	63	64	65	66	67	68	69
YAP1 CTGF inhibition	-15	20	16	9	11	5	-2
Pax4 gene expression	0.0	0.0	0.0	0.0	0.0	0.0	0.0

Only part of the results is shown; rates above refer to the full screens.
